Screens from PubChem.
DT40 TDP1 no CPT – qHTS for Inhibitors of human tyrosyl-DNA phosphodiesterase 1 (TDP1): qHTS in cells in absence of CPT; AID 686978, 2013; DT40 Tdp1-/- hTDP1 cells, no CPT, ATP luminescence, 48 h; Potency, µM (series often up to 46.2 µM), for inactives: at the top dose activity change, negative = growth inhibition, actives largely listed as inhibitors; actives 15% (n = 420,000); note: nearly all actives have a fitted effect of over 55% in size
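Readout: luminescence from CellTiter-Glo after 30 min in the dark at RT. Cells: DT40 Tdp1-/- with stable hTDP1, 400/well. Exposure: compounds alone, ≥48 hr, 37 °C.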
TDP1 block – inhibitors of human tyrosyl-DNA phosphodiesterase TDP1 | recombinant TDP1, AlphaScreen DNA substrate cleavage | Potency, µM (highest dose often 130 µM), for inactives: at the highest dose activity change, negative = inhibition, most hits filed as inhibitors | actives 0.28% (n = 350,000) | AID 485290; note: nearly all actives have a fitted effect of over 40% in size
Target sequence (Q9NUW8 whole entry, looked up): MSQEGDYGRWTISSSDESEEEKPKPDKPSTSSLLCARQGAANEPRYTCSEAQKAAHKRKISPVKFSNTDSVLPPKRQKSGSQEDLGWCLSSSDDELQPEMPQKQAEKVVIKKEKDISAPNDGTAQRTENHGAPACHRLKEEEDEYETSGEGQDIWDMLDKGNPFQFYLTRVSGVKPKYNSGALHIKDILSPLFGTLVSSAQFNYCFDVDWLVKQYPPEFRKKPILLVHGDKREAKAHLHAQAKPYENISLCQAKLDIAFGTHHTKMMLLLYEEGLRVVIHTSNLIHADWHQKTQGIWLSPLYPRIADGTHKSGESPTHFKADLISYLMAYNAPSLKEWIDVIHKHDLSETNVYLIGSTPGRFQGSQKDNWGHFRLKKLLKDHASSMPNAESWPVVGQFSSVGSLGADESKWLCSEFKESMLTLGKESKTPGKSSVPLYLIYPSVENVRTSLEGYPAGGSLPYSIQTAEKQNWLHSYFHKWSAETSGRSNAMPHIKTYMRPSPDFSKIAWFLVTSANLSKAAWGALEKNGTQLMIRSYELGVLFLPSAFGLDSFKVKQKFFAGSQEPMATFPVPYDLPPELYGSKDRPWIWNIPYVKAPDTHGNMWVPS
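AlphaScreen read-out: signal falls as enzyme removes the 3' tyrosine-FITC from a 5'-biotinylated DNA oligo (15 nM, 5 min, RT). Enzyme was E. coli-made recombinant Tdp1 at 1 nM, exposed to compound for 15 min beforehand; beads 10 ug/ml, 10 min.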
TDP1 cell CPT – growth inhibition of DT40 Tdp1-/-;hTDP1 cells with camptothecin (screen for TDP1 inhibitors); chicken DT40 Tdp1-/-;hTDP1 cells + 20 nM CPT, ATP luminescence, 48 h; Potency, µM (top dose mostly 46.2 µM), without a hit: at the top dose activity change, negative = growth inhibition, actives largely listed as inhibitors; actives 12% (n = 420,000); note: nearly all actives have a fitted effect of over 55% in size
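Cell growth measured by CellTiter-Glo luminescence after a minimum 48 h, 37 C compound exposure with 20 nM CPT in Tdp1-knockout DT40 cells stably expressing hTDP1, seeded 400/well; qHTS titration format.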
* = called active by the depositor; ? = inconclusive; nt = no result given; & = joins results of further samples; ! = repeats disagree; [ ] = remark or other dose. Calls come from the whole dose curve; as a rule, active = well fitted curve in the direction sought with a large enough effect; inconclusive = small, poorly fitted or top-dose-only effect, or another doubt; inactive = no such curve, though single readings can be large; an effect the other way counts as inactive or inconclusive. % is set by controls: 0 for no effect and ±100 for the full control effect; potency is the fitted concentration of half-maximal effect.

Value order – DT40 TDP1 no CPT | TDP1 block | TDP1 cell CPT
1: [S]=[Sb](=[S])[S][Sb](=[S])=[S]
→ 0% | nt | 5%
2: CCCCNC(=S)N1CCn2cccc2C1c1cccnc1 (configuration not stated)
→ -17% | 9% | -12%
3: CCCCCCCSc1cc(OC)c(CCNC)cc1OC
→ 15µM* | 9% | ?
4: Cc1ccc(Cn2c(=O)n(CCCCC(=O)NCc3ccccc3Cl)c(=O)c3ccccc32)cc1
→ 5.2µM* | 0% | 4.6µM*
5: COC(=O)C1=C(C)NC(C)=C(C(=O)O[C@H]2CCN(Cc3ccccc3)C2)[C@H]1c1cccc([N+](=O)[O-])c1
→ 24µM* | nt | ?
6: CCCCCn1c(=O)c(C(=O)Nc2c(C)n(C)n(-c3ccccc3)c2=O)c(O)c2ccccc21
→ 4.6µM* | -10% | ?
7: O=c1[nH]cc(N(CCCl)CCCl)c(=O)[nH]1
→ -15% | nt | -17%
8: CCC[C@H](N[C@@H](CCC)[C@H](O)c1ccccc1)[C@H](O)c1ccccc1
→ 23µM* | nt | 26µM*
9: CC(CN(C)C1CCN(C)CC1)c1ccccc1 (configuration not stated)
→ 2% | nt | -9%
10: N#CC(c1cccnc1)N1CCOCC1 (configuration not stated)
→ 11% | nt | -4%
11: CCCc1ccc(OCC(=O)Nc2ccc(Cl)cc2C(=O)c2ccccc2)cc1
→ -20% | 0%[12.3 µM] | -19%
12: COc1ccc2c(C)c(CC(=O)N3C[C@H]4C[C@@H](C3)c3cccc(=O)n3C4)c(=O)oc2c1
→ 1% | nt | 4%
13: COC(=O)N1CCC2(CCCN(C)C2)CC1
→ -20% | nt | 27%
14: CN1C(=O)C(Cc2cccc3ccccc23)C(=O)N(C)C1=O
→ ? | 1% | -32%
15: Cn1c(=O)c2c(ncn2CC(=O)Nc2nc(-c3ccccc3Cl)cs2)n(C)c1=O
→ -18% | 6% | ?
16: Cc1ccc([C@H]2C[C@@H](O)[C@H](n3cc(COC(=O)c4ccccc4)nn3)CN2C(=O)C2CCCCC2)cc1
→ ? | nt | -23%
17: CCOC(=O)CC(SP(=S)(OC)OC)C(=O)OCC (configuration not stated)
→ 4.3µM*! | -12% | 0.022µM*!
18: CCOC(=O)CN1C(=O)C2(C(C#N)=C(N)Oc3ccccc32)C(C(=O)OC)=C1C (configuration not stated)
→ -29% | -1% | 2%
19: O=C1CC(c2cccnc2)=NN1c1ccccc1
→ 0% | 7% | 10%
20: COc1ccc(CCNCc2ccccc2F)cc1
→ -3% | nt | -25%
21: Nc1ccccc1Nc1ccc([N+](=O)[O-])cc1[N+](=O)[O-]
→ ? | 6% | ?
22: Cc1nc2ccc(Br)cc2c(=O)n1-c1ccc([N+](=O)[O-])c(C(F)(F)F)c1
→ -23% | -2% | ?
23: Cc1cccc(OP(N)(N)=O)c1C
→ 9% | 0% | 1%
24: CC1([N+](=O)[O-])COP(=O)(Nc2ccccc2F)OC1 (configuration not stated)
→ -10% | nt | -9%
25: c1ccc(N2CCCC3(CCNCC3)C2)nc1
→ 16µM* | nt | ?
26: O=CC(Br)P(=O)(N1CCOCC1)N1CCOCC1 (configuration not stated)
→ -11% | -11% | -6%
27: O=C1NC(=O)N(Cc2ccc(F)cc2)C(=O)/C1=C/c1cccs1
→ 8.2µM* | -5% | 12µM*
28: O=C1NC(=O)C(=Cc2ccco2)C(=O)N1
→ -30% | nt | ?
29: CCOC(=O)C(O)(c1cn(C)c2ccccc12)C(F)(F)F (configuration not stated)
→ -6% | 0% | -14%
30: C[N+]1(C)CCC(OC(=O)C(c2ccccc2)c2ccccc2)CC1
→ -4%&1%&-14% | 8%[56.1 µM] | 6%&10%&20%

Compound profiles, as listed above:
Cc1cccc(OP(N)(N)=O)c1C is entered as DT40 TDP1 no CPT = 9%; TDP1 block = 0%; TDP1 cell CPT = 1%
Cc1ccc(Cn2c(=O)n(CCCCC(=O)NCc3ccccc3Cl)c(=O)c3ccccc32)cc1 is entered as DT40 TDP1 no CPT = 5.2µM*; TDP1 block = 0%; TDP1 cell CPT = 4.6µM*
CCCc1ccc(OCC(=O)Nc2ccc(Cl)cc2C(=O)c2ccccc2)cc1 is entered as DT40 TDP1 no CPT = -20%; TDP1 block = 0%[12.3 µM]; TDP1 cell CPT = -19%

The list goes on.
Value order – DT40 TDP1 no CPT | TDP1 block | TDP1 cell CPT
31: O=c1[nH]c(=O)n(C2CCCCC2)c(O)c1C=NCCCn1ccnc1
→ -9% | 10% | -20%
32: CCCC1=Nc2cc(C(=O)NCCCN(CC)CC)ccc2Sc2ccccc21
→ 29µM* | 0% | ?
33: CCCCOCCCn1c(N)c(C(=O)OCCOC)c2nc3ccccc3nc21
→ ? | -6% | ?
34: CC(C)NS(=O)(=O)c1ccc(OCC(=O)N2CCN(Cc3ccccc3)CC2)cc1
→ -20% | nt | -13%
35: CC(C)(C)NC[C@H](O)COc1cccc2[nH]c(C#N)cc12
→ -15% | 7% | -7%
36: CCCCCCNc1nc(OC)nc(N2CC3CC(C2)c2cccc(=O)n2C3)n1 (configuration not stated)
→ ? | 2% | ?
37: Cc1ccc(-c2nc3ccc(Cl)cc3n2OC(=O)N(C)C)cc1
→ ? | 2% | ?
38: CCCCCCC[n+]1ccc(-c2cc[n+](CCCCCCC)cc2)cc1
→ 0.65µM* | 1% | 0.65µM*
39: CC[C@@]1([C@@H]2O[C@@H]([C@H]3O[C@@](O)(CO)[C@H](C)C[C@@H]3C)C[C@@H]2C)CC[C@H]([C@]2(C)CC[C@]3(C[C@H](O)[C@@H](C)[C@@H]([C@@H](C)[C@@H](OC)[C@H](C)C(=O)O)O3)O2)O1 (stereo in doubt)
→ 0.21µM* | nt | 0.23µM*
40: COc1cc(C(=O)OC2C[C@H]3CC[C@@H](C2)N3C)ccc1O (some centres not stated)
→ 2% | 7%[56.1 µM] | 33%[activator]
41: CCOC(=O)c1cc2c(cn1)[C@H](CCO)NC2
→ -2% | nt | 8%
42: CCOC(=O)C1(c2ccccc2)CCN(CCC(=O)Nc2ccc(C(=O)OC)cc2)CC1
→ ? | 3% | 21µM*
43: COc1ccc(C=O)cc1O
→ -13% | -1% | 10%
44: COC(=O)C1=C(c2ccc(OC)c(OC)c2)C[C@@H]2CC[C@H]1N2C(=O)NCCO
→ 1% | 0% | -3%
45: C=C1C[C@@H]2[C@H](CC[C@]3(C)C(=O)CC[C@@H]23)[C@@]2(C)C=CC(=O)C=C12
→ 8.4µM* | 9% | 16µM*
46: O=C(O)C(O)(c1ccccc1)C1CCCC1 (configuration not stated)
→ -6% | 3% | 7%
47: CC(C)NC(=O)N1Cc2cc(C(=O)NC3CCCCC3)nc(-c3cccc(-c4cccnc4)c3)c2[C@@H]1CCO
→ 10µM* | nt | 12µM*
48: CNCC(=O)c1ccccc1
→ ? | nt | ?
49: CS(=O)(=O)c1ccc(C2=C(CNC(=O)c3cccs3)[C@H]3CC[C@@H](C2)N3Cc2ccco2)cc1
→ -13% | nt | -4%
50: NC(Cc1ccc(Cl)cc1)c1csc(Nc2cnccn2)n1 (configuration not stated)
→ -83% | nt | -89%
51: CCC(=O)Nc1ccccc1
→ 28% | nt | 11%
52: C[C@@H](Cc1ccccc1)N(C)C
→ -17% | nt | -15%
53: O=C(Cc1ccccc1)OCCN1CCOCC1
→ ? | 3% | -4%
54: O=C1/C(=C/c2ccccc2Cl)N2CCC1CC2
→ 1% | nt | ?
55: O=[N+]([O-])c1cnc[nH]1
→ -4% | nt | -9%
56: Clc1ccc(OCCCN2CCCC2)cc1Cl
→ ? | -5% | ?
57: Oc1cc2c(cc1CN1CCN(c3ccccc3F)CC1)OCO2
→ -7% | 6%[0.0935 µM] | -16%
58: CCC(=O)C(CCN1CCOCC1)(c1ccccc1)c1ccccc1
→ ? | nt | ?
59: COc1ccc(N2C(=O)NC(=O)/C(=C\c3ccc([N+](=O)[O-])s3)C2=O)cc1
→ ? | -1% | 13µM*
60: O=C(CSc1nnc2c3c4c(sc3ncn12)CCCC4)NCc1ccco1
→ ? | 5% | ?
61: CC(=O)Cc1c[nH]c2ccccc12
→ ? | 4% | ?
62: O=c1cccc2n1CC1CC2CN2CCCC[C@H]12 (some centres not stated)
→ -6% | 13%[56.1 µM] | 4%
63: Cc1n[nH]c(C)c1CCN
→ -23% | 6% | ?
64: N#Cc1c(N2CCNCC2)nc(-c2ccco2)c2c1CCCC2
→ ? | 3% | ?
65: COC(=O)C1=C(c2ccc(OCc3ccccc3)cc2)C[C@@H]2CC[C@H]1N2C(=O)NCCCc1ccccc1
→ 13µM* | 3% | 15µM*
66: CCN1CCCC(OC(=O)C(c2ccccc2)c2ccccc2)C1 (configuration not stated)
→ ? | 8%[56.1 µM] | ?
67: NC(=O)c1cc(N2CC2)c([N+](=O)[O-])cc1[N+](=O)[O-]
→ 0.037µM* | -11%[56.1 µM] | 0.15µM*
68: C[N+]1([O-])CCC[C@@H]1c1cccnc1 (some centres not stated)
→ -19% | 7% | 3%
69: COc1ccccc1OCC#CCN1CCCCCC1
→ -12% | 3% | -13%
70: O=[N+]([O-])c1oc2ccc3ccccc3c2c1CCO
→ 0.52µM* | nt | 0.41µM*
71: O=c1[nH]c(=O)n(-c2ccccc2)c(O)c1/C=C/C=Nc1ccccc1
→ -4% | -1% | 4%
72: O=c1[nH]c(CN2CC=C(c3ccccc3)CC2)nc2scc(-c3cccs3)c12
→ ? | 9% | ?
73: O=C(CF)N(O)c1ccc(C=Cc2ccccc2)cc1
→ 0.026µM* | nt | 0.13µM*
74: C=C1C/C(=C/C)C(=O)O[C@@H]2CCN3CC=C(COC(=O)[C@]1(C)O)[C@H]23
→ ? | nt | ?
75: C=C[C@H]1CN2CC[C@H]1C[C@H]2[C@H](O)c1ccnc2ccccc12
→ ? | nt | ?
76: O=C(Nc1ccc2ccccc2c1)N1C[C@H]2C[C@@H](C1)c1cccc(=O)n1C2
→ 23% | nt | -8%
77: Cc1ccc(NC(=O)Cn2cc(C(=O)c3ccccc3)c3ccccc32)c(C)c1
→ -21% | 3% | ?
78: CCNC(=O)O/N=C(\C)c1sc(-c2ccc(Cl)cc2)nc1C
→ 18µM* | -1% | 26µM*
79: CCCNc1nc(OC)nc(N2CC3CC(C2)c2cccc(=O)n2C3)n1 (configuration not stated)
→ 13% | 1% | 0%
80: O=C(c1ccccc1)C1NC1c1ccccc1 (configuration not stated)
→ -6% | 5% | 13%
81: CCNCC1(c2ccc(OC)c(OC)c2)CCCC1
→ -4% | -2% | -7%
82: CCOP(=O)(OCC)OCC
→ -16% | 0%&8% | 2%
83: Cc1cc(C(=O)Nc2ccc3c(c2)OCCO3)nn1C(C)(C)C
→ -17% | nt | -9%
84: N#CC1c2ccccc2-n2nncc2CN1C(=O)c1ccccc1F (configuration not stated)
→ -22% | nt | -16%
85: CC1=[N+]([O-])C2(N)CCc3nonc3C2(O)C1 (configuration not stated)
→ -4% | 0% | -1%
86: CCOc1ccc(-n2c(O)c(/C=C3\C=Nc4ccccc43)c(=O)[nH]c2=O)cc1
→ -18% | nt | ?
87: COC(=O)C1=C(c2ccc(F)cc2OCc2ccccc2)C[C@@H]2CC[C@H]1N2C(=O)NCc1cccc(F)c1
→ ? | 0% | ?
88: CC(C)CC1C(=O)N(Cc2cn(CC3CCCCC3)nn2)CCS(=O)(=O)N1Cc1ccc(-c2ccc(F)nc2)cc1 (configuration not stated)
→ 18µM* | nt | 21µM*
89: COc1ccc(C2=NOC(COC(=O)c3ccc4ccccc4n3)C2)cc1 (configuration not stated)
→ ? | 0% | -6%
90: CC(=O)NCC1=C(c2cccc3ccccc23)C[C@@H]2CC[C@H]1N2Cc1ccco1
→ ? | nt | ?

Next section
Value order – DT40 TDP1 no CPT | TDP1 block | TDP1 cell CPT
91: CC(C(N)=O)N1CC(c2ccccc2)CC1=O (configuration not stated)
→ -3% | 1% | ?
92: O=C(NC1CONC1=O)OCC(Cl)(Cl)Cl (configuration not stated)
→ -4% | 0% | -1%
93: CCc1ccc(N2C(=O)NC(=O)/C(=C/c3cccn3CCOc3ccc(C)cc3)C2=O)cc1
→ ? | 5% | 26µM*
94: O=C(c1cc2ccccn2n1)N1CCC2(CC1)OCCO2
→ -11% | 1% | -7%
95: Cc1nn(Cc2ccccc2)c(Cl)c1C(=O)NC1CCCc2ccccc21 (configuration not stated)
→ 21µM* | -1% | ?
96: Cc1cc(OC(=O)N(C)C)n(-c2ccccc2)n1
→ -9% | 4% | 16%
97: COc1cc(CN2CCCC(C(=O)c3sccc3C)C2)cc(Cl)c1O (configuration not stated)
→ ? | 5% | -17%
98: O=[N+]([O-])c1c(Cl)c(Cl)cc(Cl)c1Cl
→ 10%[92.5 µM] | 6% | -9%[92.5 µM]
99: CCCCNC(=S)N(CCN(CC)CC)Cc1cc2cc3c(cc2[nH]c1=O)OCO3
→ 15µM* | nt | ?

Not all compounds are listed; rates above refer to the full screens.
